RXFP1 ag: qHTS Assay for Agonists of the Relaxin Receptor RXFP1; Relaxin receptor 1 (Homo sapiens), Q9HBX9; HEK293T-RXFP1 cAMP TR-FRET, 30 min; response scale: percent of porcine relaxin response, buffer zero; Potency, µM (titrated, usually from 57.5 µM), without a hit: at the highest dose activation, most hits filed as activators; 370,000 compounds, 0.3% hits; further: potency means the concentration at half of the fitted maximal effect; on the % scale 0 is the no-effect control and ±100 the full control effect; nearly all actives have a fitted effect of over 60% in size; many of its hits are not listed in these tables
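HEK293T cells stably expressing RXFP1 were pretreated with the PDE4 inhibitor Ro 20174, exposed to compounds for 30 min at 37C, lysed, and cAMP was read by TR-FRET. Data normalized to buffer (basal) and 29 nM porcine relaxin (100%).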
D2 potentiator: HTS Assay for Positive Allosteric Modulators of the Human D2 Dopamine Receptor: Primary Screen for Potentiators; D(2) dopamine receptor (Homo sapiens), P14416; HEK293 T-REx D2, calcium flux, EC20 dopamine potentiation; potentiation, % at 10 µM; 340,000 compounds, 0.34% hits;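 active means potentiation over 3 SD above the plate norm, cut at about 30% in these data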; further: 0% is about no effect
Target sequence (P14416 whole entry, looked up): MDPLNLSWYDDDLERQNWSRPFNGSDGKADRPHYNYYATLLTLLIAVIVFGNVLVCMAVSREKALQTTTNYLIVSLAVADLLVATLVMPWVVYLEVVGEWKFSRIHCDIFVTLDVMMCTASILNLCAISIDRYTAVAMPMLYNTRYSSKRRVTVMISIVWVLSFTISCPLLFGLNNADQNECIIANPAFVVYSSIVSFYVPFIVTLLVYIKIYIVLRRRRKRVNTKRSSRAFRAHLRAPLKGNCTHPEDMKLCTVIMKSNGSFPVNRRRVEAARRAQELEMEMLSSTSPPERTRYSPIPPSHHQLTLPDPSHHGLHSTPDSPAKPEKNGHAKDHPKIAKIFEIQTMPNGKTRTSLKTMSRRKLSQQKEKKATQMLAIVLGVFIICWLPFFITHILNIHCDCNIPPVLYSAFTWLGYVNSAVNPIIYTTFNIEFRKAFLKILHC
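Potentiation of an EC20 dopamine calcium response measured kinetically over 180 s, after a preceding 180 s compound-only read flagging agonists. Cells: inducible Hek293 Trex D2 line, 4000/well, cultured overnight at 30 C before dye loading.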
D1 potentiator: Potentiators of Human D1 Dopamine Receptor: qHTS; D(1A) dopamine receptor (Homo sapiens), P21728; HEK293 TREx D1 cells, calcium flux, dopamine EC20 potentiation; potentiation, % at 10 µM; 360,000 compounds, 0.036% hits; AID 504651, 2011; in the data active means potentiation above about 30%; further: 0% is about no effect
D1 ag: Allosteric Agonists of the Human D1 Dopamine Receptor: qHTS; D(1A) dopamine receptor (Homo sapiens), P21728; HEK293 T-REx D1 cells, calcium flux, agonist mode; activation, % at 2 µM; 360,000 compounds, 1% hits; AID 504660, 2011; in the data active means activation above about 30%; further: 0% is about no effect
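Agonism was scored from calcium flux recorded over 180 s (1 read/s) after pintool compound addition, following a 10-cycle baseline. Cells were inducible force-coupled HEK293 TREx D1, plated overnight at 30 C and loaded with no-wash calcium dye.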
Vif-APOBEC3F blk: qHTS for Inhibitors of Vif-A3F Interactions: qHTS. AID 602313, 2012. Potency, µM (series often up to 46.1 µM), for the others: at the highest dose activity, negative = active. 390,000 compounds, 0.2% hits. HeLa A3F-eYFP + Vif (tagged APOBEC3F with the HIV-1 protein that degrades it), YFP fluorescence increase; further: potency means the concentration at half of the fitted maximal effect; % of control where 0% means no effect; nearly all actives have a fitted effect of over 65% in size
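Fluorescence increase (Ex 488/Em 500-530) after overnight compound treatment at 37 deg C flags inhibition of Vif-driven A3F-eYFP loss in stable HeLa A3F-eYFP/Vif cells seeded overnight beforehand.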
D1 antag: Antagonist of Human D 1 Dopamine Receptor: qHTS; D(1A) dopamine receptor (Homo sapiens), P21728; 360,000 compounds, 3.2% hits; HEK293 TREx D1 cells, calcium flux, dopamine EC80; stronger effect = lower value; AID 504652, 2011; activity change, negative = inhibition, % at 10 µM; in the data active means activity change below about -30%; further: on the % scale 0 is the no-effect control and ±100 the full control effect
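Inducible Hek293 Trex D1 cells (tetracycline, overnight, 30 C). Calcium dye 30–90 min RT. Antagonist mode: EC80 dopamine added after 180 s compound read.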
Glioma ERSR ind: qHTS for Inducers of the Endoplasmic Reticulum Stress Response (ERSR) in Human Glioma: qHTS | U87-MG GRP78 promoter luciferase reporter, 16 h | Potency, µM, without a hit: at the top dose activation, most hits filed as activators | 420,000 compounds, 0.02% hits; further: potency means the concentration at half of the fitted maximal effect; series mostly up to about 76 µM; % of control where 0% means no effect; nearly all actives have a fitted effect of over 35% in size
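Stably transfected U87-MG glioma cells carrying a GRP78-based luciferase sensor; 16 h compound incubation. Luminescence end-point read 10 min after Bright-Glo addition at room temperature.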
Vif-A3G inh: qHTS for Inhibitors of Vif-A3G Interactions: qHTS; HeLa A3G-eYFP + Vif (tagged APOBEC3G with the HIV-1 protein that degrades it), YFP fluorescence, overnight; DNA dC->dU-editing enzyme APOBEC-3G (Homo sapiens), Q9HC16; Potency, µM (series often up to 46.1 µM), for the others: at the highest dose activity, negative = active, usual class: inhibitors; 410,000 compounds, 0.076% hits;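 further: potency means the concentration at half of the fitted maximal effect; on the % scale 0 is the no-effect control and ±100 the full control effect; nearly all actives have a fitted effect of over 60% in size; hits raise eYFP signal because A3G escapes Vif-driven loss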
Target sequence (Q9HC16 whole entry, looked up): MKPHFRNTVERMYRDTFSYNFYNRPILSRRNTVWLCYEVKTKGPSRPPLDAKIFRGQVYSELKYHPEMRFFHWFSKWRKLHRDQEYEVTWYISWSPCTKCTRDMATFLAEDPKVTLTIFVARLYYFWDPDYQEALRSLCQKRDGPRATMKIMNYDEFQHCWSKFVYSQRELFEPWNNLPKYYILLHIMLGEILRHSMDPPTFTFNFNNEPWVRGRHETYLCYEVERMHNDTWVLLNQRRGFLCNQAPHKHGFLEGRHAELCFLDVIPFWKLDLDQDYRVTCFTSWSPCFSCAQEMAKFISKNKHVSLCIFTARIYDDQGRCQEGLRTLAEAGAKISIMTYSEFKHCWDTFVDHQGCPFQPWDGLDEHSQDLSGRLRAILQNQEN
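Read-out is eYFP fluorescence (Ex 488/Em 500-530) from Vif-expressing HeLa A3G-eYFP cells; more signal means A3G escaped Vif-mediated degradation. Cells plated overnight, compound pinned in, incubated overnight at 37 deg C.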
RXFP1 antagonist: qHTS Assay for Antagonists of the Relaxin Receptor RXFP1; activity change, negative = inhibition, % at 57.5 µM; 350,000 compounds, 0.59% hits; HEK293-RXFP1, relaxin-stimulated cAMP HTRF, 30 min; stronger effect = lower value; Relaxin receptor 1 (Homo sapiens), Q9HBX9;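 active means activity change of -60% or lower, but not beyond a set lower limit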; further: on the % scale 0 is the no-effect control and ±100 the full control effect
The depositor's hits bear a star; . = no result given. Unless noted, the call rests on the fitted dose curve; in most records, active means well fitted curve in the direction sought with a large enough effect; inconclusive means small, poorly fitted or top-dose-only effect, or another doubt; inactive means no such curve, though single readings can be large; an effect the other way counts as inactive or inconclusive.

entry	Structure	RXFP1 ag	D2 potentiator	D1 potentiator	D1 ag	Vif-APOBEC3F blk
1	Cc1occc1C(=O)N(C)CC1CCCN(CCc2ccccc2F)C1 (stereo not given)	-2.3%	4	-5	3	-11%
2	O=C(Nc1cccc(-c2cccc(Cl)c2)c1)C1CCN(Cc2ccc(CO)o2)CC1	-1.0%	-28	-14	15	-10%
3	O=C(COC(=O)c1ccc(F)cc1F)NCCNC(=O)COC(=O)c1ccc(F)cc1F	-0.3%	0	7	3	2%
4	NCCc1nnc(SCc2ccccc2)o1	0.4%	2	-7	2	-2%
5	O=C1CCCN1c1ccc(S(=O)(=O)N2CCCCC2)cc1[N+](=O)[O-]	-2.3%	.	-2	3	-16%
6	CN(CCCNC(=O)CCc1cn(C)c2ccccc12)C1CCCCC1	1.0%	-3	-6	3	-11%
7	COc1ccc(N(CN2C(=O)c3ccccc3C2=O)C(=O)C(C)C)cc1	0.8%	-11	-3	1	-14%
8	CC(C)Oc1ccc(S(=O)(=O)N2CCOCC2)cc1NC(=O)C1CCCCC1	-1.1%	-2	-5	2	-7%

entry	D1 antag	Glioma ERSR ind	Vif-A3G inh	RXFP1 antagonist
1	-32*	0%	-2%	14
2	-12	-8%	-3%	-8
3	3	0%	0%	10
4	-6	-6%	1%	-4
5	-1	-3%	1%	-8
6	-12	1%	-2%	-32
7	8	0%	0%	-3
8	4	-1%	-9%	-10

Taken from above.
In RXFP1 ag, no. 6 has 1.0%
In Vif-APOBEC3F blk, no. 5 has -16%

The list goes on.
entry	Structure	RXFP1 ag	D2 potentiator	D1 potentiator	D1 ag	Vif-APOBEC3F blk
9	Cc1ccccc1OCC(=O)Nc1cccc2nsnc12	2.7%	-7	2	1	3%
10	O=C(O)Cc1sc(Nc2cccc3ccccc23)nc1-c1ccc(Cl)cc1	4.2%	-18	2	1	-17%
11	COc1cccc(CNCCSc2nnnn2C)c1OCc1ccccc1	-0.9%	-7	-1	2	1%
12	O=C(COc1ccccc1F)NC1CC1	0.4%	-1	-2	1	2%
13	O=c1[nH]ncc(NCCCO)c1Cl	2.4%	-2	1	1	0%
14	O=C(Nc1ccc2c(c1)[C@H]1C[C@@H](CC(=O)N3CCOCC3)O[C@@H](CO)[C@H]1O2)C1CCOCC1	.	.	.	.	-4%
15	CN(C)C(CNC(=O)c1ccc(Cl)c(S(=O)(=O)N2CCCCCC2)c1)c1ccccc1 (stereo not given)	-0.5%	-21	-5	10	-8%
16	O=C(CC(Cc1ccccc1)C(=O)O)Nc1cccc(C(F)(F)F)c1 (stereo not given)	1.5%	5	-4	1	-1%

entry	D1 antag	Glioma ERSR ind	Vif-A3G inh	RXFP1 antagonist
9	11	1%	0%	-11
10	-20	-4%	-6%	-13
11	14	-2%	4%	.
12	8	2%	-1%	-8
13	4	-4%	2%	-1
14	.	0%	-1%	0
15	10	-5%	0%	5
16	-21	-1%	-5%	-2

Later entries
entry	Structure	RXFP1 ag	D2 potentiator	D1 potentiator	D1 ag	Vif-APOBEC3F blk
17	Cc1ccc(S(=O)(=O)N(C)CC(=O)Nc2ccccc2)cc1	1.0%	9	-5	2	-2%
18	CCOC(=O)c1c(-c2ccc(OCC)cc2)csc1NC(=O)CCN1C(=O)c2ccccc2C1=O	-0.3%	-5	-3	1	.
19	O=C(CN1CCN(Cc2ccccc2Cl)C1=O)NCc1ccccn1	3.0%	-8	-12	1	-8%
20	COc1ccc(S(=O)(=O)N2CCC(C(=O)NCCC(=O)Nc3ccc(Cl)cc3)CC2)cc1	0.3%	-2	-1	1	-8%
21	Cc1ccc(-c2ccc(S(=O)(=O)N3CC(C)OC(C)C3)cc2)cc1 (stereo not given)	2.4%	1	-7	0	6%
22	Cc1ccccc1Sc1ncccc1[N+](=O)[O-]	.	.	.	.	7%
23	c1ccc(-c2nnc(N3CCOCC3)c3ccccc23)cc1	0.6%	3	-4	1	14%
24	O=C(c1ccc(S(=O)(=O)c2cccc(Cl)c2)c([N+](=O)[O-])c1)N1CCN(c2ccccn2)CC1	1.0%	7	-9	4	-3%

entry	D1 antag	Glioma ERSR ind	Vif-A3G inh	RXFP1 antagonist
17	-27	-1%	4%	6
18	-5	.	.	.
19	3	-4%	6%	-3
20	8	0%	7%	-15
21	5	0%	0%	-8
22	.	-3%	0%	-9
23	-2	-3%	-3%	-14
24	7	-15%	1%	-2

Carrying on.
entry	Structure	RXFP1 ag	D2 potentiator	D1 potentiator	D1 ag	Vif-APOBEC3F blk
25	CCC1CCCCN1S(=O)(=O)c1ccc2c(c1)CCN2C(=O)C1CCC1 (stereo not given)	5.9%	8	-8	7	1%
26	O=C(CN(Cc1ccccc1)S(=O)(=O)c1ccccc1)NC1CC1	0.7%	6	3	-1	0%
27	CCC(NC(=O)c1oc2ccccc2c1COC)c1ccc(OC)cc1 (stereo not given)	0.6%	-5	-8	-1	-5%
28	CC(=O)c1ccc(N2CCN(C(=O)C3CCCN(c4ncnc5c4nc4n5CCCCC4)C3)CC2)cc1 (stereo not given)	-1.4%	12	-1	1	1%
29	COc1ccc(S(=O)(=O)NCc2ccccn2)cc1C	.	.	.	.	0%
30	Cc1ccc(C)c(N2CCN(C(=O)c3cc4ccccn4n3)CC2)c1	8.0%	9	14	0	-9%
31	CS(=O)(=O)NCc1nnc(SCC(=O)NC2CCCCC2)n1-c1ccc(F)cc1	1.1%	3	-4	2	1%
32	CCOc1ccc(S(=O)(=O)N(C)CC(=O)NCc2ccccn2)cc1Cl	0.0%	13	-7	3	-13%

entry	D1 antag	Glioma ERSR ind	Vif-A3G inh	RXFP1 antagonist
25	-22	-7%	2%	-3
26	1	-2%	1%	-11
27	-3	-6%	1%	-1
28	16	-3%	4%	33
29	.	-3%	1%	-4
30	-13	-2%	-2%	-2
31	-10	-5%	1%	-3
32	-1	8%	0%	8

Quoted at random: three records from the list
entry	Structure	RXFP1 ag	D2 potentiator	D1 potentiator	D1 ag	Vif-APOBEC3F blk
31	CS(=O)(=O)NCc1nnc(SCC(=O)NC2CCCCC2)n1-c1ccc(F)cc1	1.1%	3	-4	2	1%
32	CCOc1ccc(S(=O)(=O)N(C)CC(=O)NCc2ccccn2)cc1Cl	0.0%	13	-7	3	-13%
29	COc1ccc(S(=O)(=O)NCc2ccccn2)cc1C	.	.	.	.	0%

entry	D1 antag	Glioma ERSR ind	Vif-A3G inh	RXFP1 antagonist
31	-10	-5%	1%	-3
32	-1	8%	0%	8
29	.	-3%	1%	-4

Carrying on:
entry	Structure	RXFP1 ag	D2 potentiator	D1 potentiator	D1 ag	Vif-APOBEC3F blk
33	CCN(c1ccccc1)S(=O)(=O)c1ccc(Cl)c(NC(=O)CN2CCCCCC2)c1	-3.1%	-10	-7	25	7%
34	Cc1ccc(C)c(NC(=O)CSc2nc3[nH]ncc3c(=O)[nH]2)c1	0.6%	7	1	-2	-1%
35	COc1ccc(CNC(=O)c2ccc(NC(=O)N3CCCCc4ccccc43)cc2)c(OC)c1	0.5%	8	-2	3	-1%
36	CC(C)CN(C(=O)CN1CCN(S(=O)(=O)c2ccc3ccccc3c2)CC1)c1c(N)n(CC(C)C)c(=O)[nH]c1=O	0.4%	-6	-5	0	20%
37	CCOc1cc(C2C3=C(CCCC3=O)N(CCC(=O)O)C3=C2C(=O)CCC3)ccc1OS(=O)(=O)c1ccc(C)cc1	1.3%	0	-3	4	-10%
38	COc1ccc(S(=O)(=O)Nc2cc(-c3cn4ccc(C)cc4n3)ccc2C)cc1OC	1.0%	4	4	3	1%
39	CCc1cccc(NC(=O)Cc2cn(C)c3ccccc23)c1	-1.2%	6	-2	2	4%
40	CC(C)(OC(=O)c1ccc(F)cc1)c1cc2ccccc2c(=O)o1	-0.2%	7	0	2	-3%

entry	D1 antag	Glioma ERSR ind	Vif-A3G inh	RXFP1 antagonist
33	-4	-2%	0%	-7
34	5	-3%	2%	-10
35	-4	-3%	-5%	.
36	-88*	-5%	4%	-4
37	3	-5%	0%	-4
38	2	1%	-5%	.
39	-2	-2%	-9%	4
40	.	-6%	-7%	.

Next compounds.
entry	Structure	RXFP1 ag	D2 potentiator	D1 potentiator	D1 ag	Vif-APOBEC3F blk
41	Cc1ccc2nc(SCC(=O)Nc3cccc4ccccc34)nc(=O)n2c1	19%	4	6	4	0%
42	COc1cc(/C=C/C(=O)O)cc(S(=O)(=O)NCc2ccc3c(c2)OCO3)c1OC	0.3%	-6	-2	8	14%
43	Cc1ccsc1/C=N/NC(=O)CNC(=O)c1ccccc1	2.1%	0	-2	0	-3%
44	CC(C)Cn1c(N)c(C(=O)COC(=O)c2ccc(O)cc2O)c(=O)n(C)c1=O	0.3%	0	0	4	-7%
45	Cc1cccc(NC(=O)c2cccc(N3C(=O)C4CCC(C)CC4C3=O)c2)c1C (stereo not given)	-1.6%	8	0	4	-4%
46	Cc1cc(C)cc(NC(=O)c2sc3nc4n(c(=O)c3c2C)N=C(c2ccccc2)CS4)c1	1.3%	-12	-4	4	-9%
47	COc1ccc(OC)c(NC(=O)C2CCN(S(=O)(=O)c3c(C)noc3/C=C/c3ccc(C)cc3)CC2)c1	1.1%	7	0	8	2%
48	O=C(O)CCCCCNC(=O)/C=C/c1ccco1	0.0%	19	-1	0	0%
49	COC(=O)c1[nH]c(C)c(/C(O)=C2\C(=O)C(=O)N(CCN3CCOCC3)C2c2ccccc2OC)c1C (stereo not given)	1.2%	-5	-1	1	-6%

entry	D1 antag	Glioma ERSR ind	Vif-A3G inh	RXFP1 antagonist
41	-7	-2%	-3%	6
42	9	2%	7%	-8
43	-47*	-5%	1%	14
44	2	-1%	-7%	-22
45	-49*	-3%	0%	-4
46	4	3%	-3%	-3
47	-2	-3%	-2%	.
48	25	-3%	10%	10
49	-22	-4%	-30%	3

Screening results (PubChem BioAssay)

The list is partial; count on the stated rates, not on these rows.
